From PubChem
KAT2A inh – blocks human GCN5L2 histone acetyltransferase; Q92830; GCN5L2 HAT assay, ThioGlo1 CoA-SH fluorescence; Potency, µM (highest dose often 58.9 µM), for the others: at the top dose activity change, negative = inhibition, most hits filed as inhibitors; 0.21% of 390,000 active; AID 504327
Target sequence (Q92830 whole entry, looked up): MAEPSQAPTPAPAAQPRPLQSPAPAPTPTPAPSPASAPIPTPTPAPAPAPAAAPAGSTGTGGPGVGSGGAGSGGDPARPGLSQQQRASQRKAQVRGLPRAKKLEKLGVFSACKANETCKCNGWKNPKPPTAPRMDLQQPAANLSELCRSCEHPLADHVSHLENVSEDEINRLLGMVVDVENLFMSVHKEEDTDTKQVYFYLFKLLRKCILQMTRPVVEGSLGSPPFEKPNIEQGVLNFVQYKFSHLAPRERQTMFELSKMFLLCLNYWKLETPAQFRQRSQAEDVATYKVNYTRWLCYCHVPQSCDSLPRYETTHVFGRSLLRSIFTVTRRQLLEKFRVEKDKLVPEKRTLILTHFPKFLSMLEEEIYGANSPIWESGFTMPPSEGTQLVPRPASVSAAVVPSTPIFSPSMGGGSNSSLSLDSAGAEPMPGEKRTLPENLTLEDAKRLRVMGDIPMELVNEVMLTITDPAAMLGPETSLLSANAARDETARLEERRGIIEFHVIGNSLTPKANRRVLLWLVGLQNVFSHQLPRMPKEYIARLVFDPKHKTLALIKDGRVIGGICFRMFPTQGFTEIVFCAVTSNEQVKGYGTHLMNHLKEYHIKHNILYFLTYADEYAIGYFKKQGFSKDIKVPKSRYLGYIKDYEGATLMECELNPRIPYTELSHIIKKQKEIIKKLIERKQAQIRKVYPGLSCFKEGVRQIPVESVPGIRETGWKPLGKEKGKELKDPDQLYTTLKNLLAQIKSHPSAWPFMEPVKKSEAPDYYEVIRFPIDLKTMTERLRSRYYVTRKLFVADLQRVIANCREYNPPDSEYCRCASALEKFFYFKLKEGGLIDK
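Free CoA generated was detected with ThioGlo1 (50uM) fluorescence at Ex340nm/Em540nm, read immediately and after 20 min at room temperature. Enzyme, 20 nM in HEPES pH 7.5 buffer, saw compounds 15 min before adding 75uM H3(1-25) peptide and 70uM acetyl-CoA.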
TDP1 cell noCPT – qHTS for Inhibitors of human tyrosyl-DNA phosphodiesterase 1 (TDP1): qHTS in cells in absence of CPT | 15% of 420,000 active | DT40 Tdp1-/- hTDP1 cells, no CPT, ATP luminescence, 48 h | Potency, µM (doses to about 46.2 µM), without a hit: top-dose activity change, negative = growth inhibition, actives largely listed as inhibitors | AID 686978, 2013; note: nearly all actives have a fitted effect of over 55% in size
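Growth of hTDP1-complemented DT40 Tdp1-knockout cells is measured by ATP luminescence after at least 48 hr compound exposure at 37 °C, with DMSO substituting for the 20 nM CPT used in the parallel screen.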
DT40 TDP1 CPT – growth inhibition of DT40 Tdp1-/-;hTDP1 cells with camptothecin (screen for TDP1 inhibitors). chicken DT40 Tdp1-/-;hTDP1 cells + 20 nM CPT, ATP luminescence, 48 h. AID 686979. 12% of 420,000 active. Potency, µM (titrated, usually from 46.2 µM), for the others: top-dose activity change, negative = growth inhibition, hits mostly inhibitors; note: nearly all actives have a fitted effect of over 55% in size
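Chicken DT40 Tdp1-/- cells complemented with human TDP1, 400 cells/well, exposed to compounds plus 20 nM camptothecin for at least 48 h at 37 C; viability read as ATP content by CellTiter-Glo luminescence.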
Starred values were filed as active, the others as inactive; ? = inconclusive; . = not tested or not shown; [ ] = remark or other dose. Calls come from the whole dose curve; as a rule, active = well fitted curve in the direction sought with a large enough effect; inconclusive = small, poorly fitted or top-dose-only effect, or another doubt; inactive = no such curve, though single readings can be large; an effect the other way counts as inactive or inconclusive. % is set by controls: 0 for no effect and ±100 for the full control effect; potency is the fitted concentration of half-maximal effect.

smiles,KAT2A inh,TDP1 cell noCPT,DT40 TDP1 CPT
CC(C)(C)C(=O)Nc1cc(C(F)(F)F)ccc1-n1ccnc1,-4%,2%,-11%
CCCNC(=O)c1ccc(Cn2c(=O)c3cccn3c3cccnc32)cc1,1%,7%,3%
Nn1c(SCc2ccc(Br)cc2)nnc1-c1ccncc1,-3%,-22%,-17%
O=C(c1ccc(Cl)cc1)N1CCC(O)(CSc2ccc(Cl)cc2Cl)CC1,?,?,16µM*
CCOc1ccc(C(Nc2ccc(C)cc2)P2(=O)OCCC(C)O2)cc1 (stereo unspecified),-2%,?,-14%
O=C(C[n+]1cc(-c2ccccc2)n2c1CCC2)Nc1nc(-c2ccc(F)cc2)cs1,0%,16µM*,?
O=S(=O)(NC1C2CC3CC(C2)CC1C3)c1ccc(F)cc1 (stereo unspecified),-4%,-22%,-3%
O=C1NN(c2ccccc2)C(=O)/C1=C\c1cccc(OC(=O)c2cccs2)c1,-16%,-29%,-25%
COc1cccc(N=CNc2cccc(OC)c2)c1,.,6%,1%
S=C(NCCc1ccccc1)NCC1CCCO1 (stereo unspecified),2%,23µM*,?
CCOc1cc(/C=C2\SC(=S)N(C(C(=O)O)c3ccccc3)C2=O)ccc1O (stereo unspecified),-15%,27%,-4%
CCOc1ccc(OCCC(=O)N2CCN(S(=O)(=O)c3ccc(OCC)cc3)CC2)cc1,-1%,-18%,-9%

Single entries from the results shown.
TDP1 cell noCPT, O=S(=O)(NC1C2CC3CC(C2)CC1C3)c1ccc(F)cc1 (stereo unspecified) is entered as -22%
KAT2A inh, CCOc1ccc(C(Nc2ccc(C)cc2)P2(=O)OCCC(C)O2)cc1 (stereo unspecified) is entered as -2%
TDP1 cell noCPT, Nn1c(SCc2ccc(Br)cc2)nnc1-c1ccncc1 is entered as -22%

Back to the main list, repeating the two entries before the break.
smiles,KAT2A inh,TDP1 cell noCPT,DT40 TDP1 CPT
CCOc1cc(/C=C2\SC(=S)N(C(C(=O)O)c3ccccc3)C2=O)ccc1O (stereo unspecified),-15%,27%,-4%
CCOc1ccc(OCCC(=O)N2CCN(S(=O)(=O)c3ccc(OCC)cc3)CC2)cc1,-1%,-18%,-9%
CCN(CC)CCN(C(=O)c1ccc(Br)s1)c1nc2cc3c(cc2s1)OCO3,-3%,-13%,-1%
Cc1ccc(C23CC4CC(CC(CC(=O)NC(C)(C)CO)(C4)C2)C3)cc1,-9%,15µM*,26µM*
CC1CCCCN1C(=O)Cn1c(=O)n(C2CCCCC2)c(=O)c2ccccc21 (stereo unspecified),-1%,?,?
O=C(Cc1ccc2c(c1)OCCO2)c1c(O)cc(O)cc1O,-2%,-10%,-11%
O=C(NCC1(N2CCOCC2)CCCCCC1)c1cnn(-c2nccc(-c3ccco3)n2)c1C1CC1,.,?,?
CCCCC(=O)N(C)c1c(CC)nc2c(OCc3ccc(C(F)(F)F)cc3)cccn12,.,?,?
CC1(C)CC(=O)C(C=NCCN2CCN(CCCCS(=O)(=O)O)CC2)=C(O)C1,-6%,-6%,2%
COc1cc(CCC(=O)OCC(=O)Nc2ccccc2OC(F)F)cc(OC)c1OC,-1%,-24%,-6%
COC(=O)c1ccc(COc2ccc(/C=N/O)cc2)o1,-4%,-19%,-20%
COc1cc(O)c(C(CCN2CCCC(C)C2)c2cc(OC)c(OC)c(OC)c2)c(OC)c1 (stereo unspecified),-5%,-22%,?
CC[C@@H]1CC=C[C@H]2[C@H]1C(=O)N(Cc1ccccc1)[C@H]2c1ccc(OC)c(Cl)c1,0%,13µM*,18µM*
Cc1csc(-c2nc3ccccc3n2C)n1,-8%,19µM*,?
O=C1C(=O)N(Cc2ccncc2)C(c2cccc(O)c2)/C1=C(\O)c1ccc2c(c1)OCCO2 (stereo unspecified),-3%,4%,5%
CC(C(=O)OCC(=O)c1cccc([N+](=O)[O-])c1)N1C(=O)C2C3C=CC(C3)C2C1=O (stereo unspecified),-3%,-19%,-13%
CN(C(=O)CSc1nnc(-c2c[nH]c3ccccc23)n1C1CC1)C1CCS(=O)(=O)C1 (stereo unspecified),-8%,7%,10%
CC(C)(C)N1OC2CC1c1nc3ccccc3n1C2 (stereo unspecified),-19%,4%,2%
Cc1c(C(=O)N(Cc2nccn2C)C(C)C)oc2c(F)cccc12,-17%,-28%,?
COc1c(C)cc(Br)cc1C(=O)Nc1cccc(-c2nc3ncccc3o2)c1,-5%,21µM*,21µM*
Cc1cccc(C)c1NC(=O)CCCN1C(=O)CCn2nc(-c3cn(C)c4ccccc34)cc21,10%,13µM*,?
COc1ccc(-c2ccccc2NC(=O)C2CCCN(Cc3ccco3)C2)cc1 (stereo unspecified),-1%,?,-29%
Cc1[nH]c2ccccc2c1CN1CCC(CO)(Cc2ccccc2)CC1,1%,?,13µM*
COc1ccc(CCNC2CC(=O)N(C3CCCCC3)C2=O)cc1OC (stereo unspecified),-1%,-11%,-16%
CCN1CCN(C(=O)c2cc(COc3c(C)cccc3C)on2)CC1,2%,-14%,-25%
C=CCn1c(Cc2cccc3ccccc23)n[nH]c1=S,0%,?,21µM*
ClC1=CN(C2=NCCC2)CC1,.,-6%,0%
Cc1cc(NC(=O)c2cc(C(C)C)on2)no1,0%,?,1%
CS(=O)(=O)N(CC(=O)Nc1ccccc1C(=O)N1CCOCC1)c1ccc(Cl)cc1,0%,1%,2%
Cc1ccccc1-c1nn[nH]n1,0%,3%,-21%
Cc1cc(=O)oc2cc(NC(=O)c3cc(F)ccc3F)ccc12,-1%,-5%,-1%
COc1ccc(CN(CC2CCCO2)C(=O)c2cc3ccccc3oc2=O)cc1 (stereo unspecified),0%,?,?
CCN1CCN(c2cc3nc(C)n(Cc4ccccc4)c(=O)c3cc2NC(=O)c2ccccc2F)CC1,1%,?,?
CCC(C(=O)NCc1ccccc1)n1c(-c2ccc3c(c2)CCO3)nc2ccccc21 (stereo unspecified),.,?,15µM*
Cc1noc(C)c1NC(=O)Nc1ccc2c(c1)CC(=O)N([C@@H](C)CO)C[C@@H](C)[C@@H](CN(C)C(=O)Nc1cccc3ccccc13)O2,-1%,-1%,4%
CN1C(=O)C(O)(CC(=O)/C=C/c2ccco2)c2ccccc21 (stereo unspecified),-6%,-16%,4%
COc1ccccc1CNC(=O)c1ccc(CS(=O)c2ccccc2Cl)o1 (stereo unspecified),-4%,?,?
CCOc1ccc(-c2nnc(SCC(=O)Nc3cccc(OC)c3)nc2-c2ccc(OCC)cc2)cc1,-10%,-7%,-13%
COCCNC(=S)Nc1ccc(N2CCOCC2)c(S(=O)(=O)Nc2ccc(Cl)cc2)c1,.,10µM*,?
Cc1ccccc1S(=O)(=O)Cc1ccc(C(=O)O)o1,-6%,-3%,3%
CCOc1ccc2c(c1)C(N(CCN1CCOCC1)C(=O)Nc1ccccc1)CC(C)(C)O2 (stereo unspecified),-2%,0%,-25%
C=CCN1C(=O)C(Cc2ccc(OC)cc2)S/C1=N\N=C\c1cccs1 (stereo unspecified),2%[0.501 µM],-11%,-26%
Cc1ccc(NS(=O)(=O)c2ccc3[nH]c4c(c3c2)CCCCCC4)cc1Cl,-6%,?,?
COC(=O)[C@]1(Cc2ccccc2)N[C@H](CN(C)S(=O)(=O)c2ccc(F)cc2)[C@@H]2C(=O)N(Cc3ccccc3)C(=O)[C@@H]21,-5%,?,?
O=C(CSc1nnnn1-c1ccccc1)Nc1ncc2c(n1)CC(c1ccco1)CC2=O (stereo unspecified),-8%,?,?
O=C(N/N=C/c1ccccc1OCc1ccccc1)c1cccnc1,-7%,29µM*,?
COc1ccc(-n2c(COc3cccc4ccccc34)nnc2SCC(=O)NCc2ccco2)cc1,-7%,?,?
Cc1nc(NCc2ccc3c(c2)OCO3)c2nnn(Cc3ccccc3)c2n1,-5%,-6%,-19%
Cc1nn(-c2ccccc2)c(Cl)c1/C=C(\C#N)C(=O)NC(C)C,-2%,?,1%
C[C@@H]1CN([C@@H](C)CO)C(=O)CCCn2nncc2CO[C@@H]1CN(C)C(=O)Nc1ccccc1C(F)(F)F,.,-25%,-7%
O=C(Nc1ncccn1)C1CCCN1S(=O)(=O)c1ccc(Cl)c(Cl)c1 (stereo unspecified),-1%,1%,2%
C/C(=N\NC(=O)c1cccc(Cl)c1)C1C(=O)c2ccccc2C1=O,-10%,0.82µM*,0.92µM*
CN(C)c1ccc(/C=N/OC(=O)Nc2ccccc2)cc1,-7%,-25%,?
Cc1cccc(C)c1NC(=O)CN(C)C(=O)c1ccc(N2C(=O)CCC2=O)cc1,-10%,2%,-2%
CCOC(=O)c1cc(NC(=O)OC)c(C)nc1C,-3%,-6%,?
Cc1ccccc1S(=O)(=O)NC(=O)C1(C)CCN1C(=O)C1CCCCC1 (stereo unspecified),.,-3%,1%
C/C(=N/NC(=O)c1ccccc1)C(=O)O,-2%,8%,18%
COc1ccccc1C(=O)N/C(=C/c1ccco1)C(=O)Nc1cccc(C(=O)O)c1,-6%,11%,3%
Cc1ccc(N(C(=O)CS(=O)CC(=O)Nc2ccc(F)cc2)C(C)C(=O)NC(C)(C)C)cc1 (stereo unspecified),-6%,-22%,-8%
O=C(Nc1ccc2nc(-c3ccco3)[nH]c2c1)c1cccs1,-6%,?,21µM*
CC(C)(C)OC(=O)N[C@@H](Cc1ccccc1)C(=O)N1CCC(C(=O)O)CC1,-2%,-14%,-1%
COc1cc2sc(C)nc2c2sccc12,-1%,-6%,-7%

Next section:
smiles,KAT2A inh,TDP1 cell noCPT,DT40 TDP1 CPT
c1ccc(Oc2nc(NCc3ccco3)nc(NCc3ccco3)n2)cc1,-1%,?,-22%
O=C(CN1CCN(Cc2ccccc2)CC1)NNC(=O)c1ccc(Cl)cc1,2%,-15%,0%
Cc1cccc(CCN=C(N)NS(=O)(=O)c2ccccc2)c1,-2%,?,?
O=C(Cn1c2ncccc2c(=O)n1-c1ccccc1)NCc1ccccc1Cl,-16%,?,?
O=C(NNC(=O)c1ccccc1F)c1ccc(-n2cncn2)c([N+](=O)[O-])c1,3%,-22%,-1%
O=C(O)/C=C/c1ccc(Cn2ccnc2)cc1,.,3%,-19%
COc1ccc(N2C(=O)NC3CC2(C)Oc2ccc(Br)cc23)cc1OC (stereo unspecified),-7%,?,-25%
CS(=O)(=O)n1nc(-c2ccc(Cl)cc2)nc1N,?,1%,4%
O=C(c1cccc(Cl)c1)N1CCCc2ccccc21,-1%,?,-7%
CCC(C)N(CC(=O)Nc1cccc(C)c1C)C(=O)CCl (stereo unspecified),-3%,2.3µM*,?
CCn1c(CNC(=O)c2ccco2)nnc1SCC(=O)Nc1cc(C(F)(F)F)ccc1Cl,-16%,?,?
Cc1ccccc1NC(=O)c1cccc(NC(=O)c2c(C(=O)O)cccc2[N+](=O)[O-])c1,.,-10%,14%

By substructure, those above with a CF3 group (4)
smiles,KAT2A inh,TDP1 cell noCPT,DT40 TDP1 CPT
CC(C)(C)C(=O)Nc1cc(C(F)(F)F)ccc1-n1ccnc1,-4%,2%,-11%
CCCCC(=O)N(C)c1c(CC)nc2c(OCc3ccc(C(F)(F)F)cc3)cccn12,.,?,?
C[C@@H]1CN([C@@H](C)CO)C(=O)CCCn2nncc2CO[C@@H]1CN(C)C(=O)Nc1ccccc1C(F)(F)F,.,-25%,-7%
CCn1c(CNC(=O)c2ccco2)nnc1SCC(=O)Nc1cc(C(F)(F)F)ccc1Cl,-16%,?,?

Next section:
smiles,KAT2A inh,TDP1 cell noCPT,DT40 TDP1 CPT
CCOn1c(=O)c(=O)n(O)c2ccccc21,-4%,6%,-3%
N#Cc1c(Nc2ccc(Cl)cc2)s[nH]c1=O,-4%,12µM*,15µM*
Cc1cccc(C)c1NC(=O)Cn1c(=O)n(Cc2ccccc2)c(=O)c2c(C)c(C(=O)N(C)C)sc21,1%,?,16µM*
COc1ccc2c(Sc3ccc(C)cc3)c(C(=O)NCCc3ccccc3)[nH]c2c1,-9%,?,-20%
CCc1nc2ccc(C(=O)N(C)Cc3ccco3)cn2c1N(C)CCCc1ccccc1,.,16µM*,16µM*
CC(=O)Nc1ccccc1NC(=O)C/C(C)=N/NC(=O)Cc1cccc2ccccc12,-8%,?,?
O=C1COc2ccc(C(=O)COC(=O)CCc3ccc(S(=O)(=O)N4CCOCC4)cc3)cc2N1,-1%,2%,11%
CCCOc1ccc(-c2nc(OCC)c3ccccc3n2)cc1,-3%,-15%,-28%
CNc1cc(-c2ccccc2C)ncn1,?,2%,5%
